# Source: PubChem
# ARNT-TACC3 inh: disrupts binding between human ARNT and TACC3; AID 623870; 390,000 compounds, 0.66% hits; Q9Y6A5; inhibition, % at 9.99 µM; AlphaScreen His-ARNT PAS-B/GST-TACC3 binding, luminescence; TACC3 fragment carries E629A point mutation;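 active means mean inhibition of replicates at least 50% and at least half of replicates each reaching 50%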;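 further: 0% = complete ARNT plus TACC3 wells and 100% = ARNT alone without TACC3; many hits fall short of the cut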
# Xi reactivation: X-chromosome reactivation activator. activation, % at 7.58 µM. 360,000 compounds, 0.055% hits. AID 743238. XiGFP mouse fibroblasts, % GFP-positive cells imaging, 3 d; cells co-treated with 5-aza-dC sensitizer; scaled so ellipticine positive control = 100%;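 active means mean normalized replicate activation at least 10% and every replicate at or above 10%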;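 further: 0% = median of on-plate neutral control wells and 100% = ellipticine 6 µM median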
#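 Assay system: SV40-immortalized XiGFP fibroblast cells, line 68-5-11; buffer or medium: DMEM plus 5-aza-dC sensitizer; compound: one concentration, pinned; timing: compounds 3 days, fix/stain 15 min at room temperature; benchmarks: positive control ellipticine, 6 µM final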
# INS-1E GSIS act: primary screen for activators of insulin secretion dependent on glucose, INS-1E cells, GLuc reporter luminescence | activation, % at 16.6 µM | INS-1E GLuc reporter insulin secretion, 2-3 h | AID 743287 | 370,000 compounds, 0.61% hits;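 active means lowest replicate activation of at least 40%, so every replicate reaches that level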;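 further: 0% = median of neutral control wells and 100% = median of IBMX positive control wells; some compounds called inactive have numbers as strong as hits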
# ERAP1 HTS inh: inhibitors of human ERAP1 aminopeptidase | AID 652197 | recombinant ERAP1, Leu-AMC fluorescence, 60 min | inhibition, % at 10.7 µM | 340,000 compounds, 0.15% hits;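 active means mean replicate inhibition of at least 30%, or all replicates individually reaching that 30% level; inactive means mean below 30% and not every replicate reaching it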;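 further: 0% = neutral control wells and 100% = L-leucinethiol positive control wells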
# RAD52 inh: RAD52 (human) annealing inhibition | P43351 | recombinant RAD52 DNA annealing, FRET fluorescence | inhibition, % at 18.7 µM | 360,000 compounds, 0.46% hits;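 active means every replicate showing at least 50% inhibition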
# esBAF inh: blocks esBAF chromatin remodeling in mouse ES cells. Bmi1-luciferase knock-in reporter, 24 h; 100% = twice the neutral-well signal. reporter increase, % at 12.5 µM. 350,000 compounds, 2% hits. AID 602393; in the data active means activation above about 40%;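 further: 0% = median of the plate's neutral control wells and 100% = double that signal; a rise in the Bmi1 reporter signal indicates esBAF inhibition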
# RAD54 branch: blocks human RAD54 Holliday junction branch migration. FAM/BHQ fluorescence. inhibition, % at 10.4 µM. 360,000 compounds, 0.14% hits. AID 602329;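 active means mean normalized replicate activity at least 40 and at least half of replicates scoring 40 or more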;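 further: 0% = median of neutral control wells and 100% = median of positive control wells; inhibitors cause a drop in the FAM fluorescence signal; in these data hits start at about 50%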
# Target sequence (Q92698 whole entry, looked up): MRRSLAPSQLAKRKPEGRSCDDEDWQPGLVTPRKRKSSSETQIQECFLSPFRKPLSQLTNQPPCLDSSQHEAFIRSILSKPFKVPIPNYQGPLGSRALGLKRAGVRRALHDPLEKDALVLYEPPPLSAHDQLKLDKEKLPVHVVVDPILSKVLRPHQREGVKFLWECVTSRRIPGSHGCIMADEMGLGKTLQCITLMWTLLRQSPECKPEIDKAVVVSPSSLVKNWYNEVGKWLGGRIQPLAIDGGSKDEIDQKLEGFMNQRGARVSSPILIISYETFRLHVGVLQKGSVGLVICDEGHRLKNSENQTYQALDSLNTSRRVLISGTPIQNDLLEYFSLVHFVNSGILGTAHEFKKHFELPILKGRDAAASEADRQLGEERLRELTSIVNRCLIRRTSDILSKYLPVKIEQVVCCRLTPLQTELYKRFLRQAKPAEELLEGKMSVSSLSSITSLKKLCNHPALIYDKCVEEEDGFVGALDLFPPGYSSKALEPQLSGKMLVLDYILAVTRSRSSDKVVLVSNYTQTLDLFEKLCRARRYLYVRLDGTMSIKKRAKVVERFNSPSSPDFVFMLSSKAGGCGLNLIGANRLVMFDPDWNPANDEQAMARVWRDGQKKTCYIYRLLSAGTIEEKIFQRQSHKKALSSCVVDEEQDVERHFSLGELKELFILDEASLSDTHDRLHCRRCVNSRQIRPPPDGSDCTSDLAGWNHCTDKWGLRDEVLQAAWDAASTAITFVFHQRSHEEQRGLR
# CFTR F508del cor: correctors of CFTR F508del function in bronchial epithelial cells; AID 720511; CFBE cells, YFP halide quenching; stimulated with forskolin plus potentiator P3; % fluorescence drop versus neutral controls; 350,000 compounds, 0.36% hits; activity (quench increase), % at 7.58 µM;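 active means mean added fluorescence quench of at least 8% versus neutral control, with both replicates also reaching 8%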;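 further: cells transiently co-express mutant CFTR-F508del with the halide-sensitive YFP; corrector assay measuring rescue of mutant channel to the surface after 24 h compound exposure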
# * hit, by the source's call; · = no result given; & = joins results of further samples.
SMILES,ARNT-TACC3 inh,Xi reactivation,INS-1E GSIS act,ERAP1 HTS inh,RAD52 inh,esBAF inh,RAD54 branch,CFTR F508del cor
C[C@H]1CN([C@@H](C)CO)C(=O)c2cccc(NC(=O)C3CCCCC3)c2O[C@H]1CN(C)CC1CCCCC1,-1,-1.2,7,1,-6,0,-14,1.4
S=C1Nc2ccccc2CS1,·,0.3,9,-3,-14,·,3,-2.3
O=c1[nH]c(=O)n([C@H]2C[C@H](O)[C@@H](CO)O2)cc1C(F)(F)F,-3,25*,-2,-2,-4,-25,-4,-0.7
Cc1ccc(NC2c3ncccc3C(=O)N2Cc2ccc(F)cc2)cc1 (configuration not stated),-18,·,7,0,-5,-2,-5,-1.1
O=c1c2oc3ccccc3c2[nH]c(=S)n1-c1ccccc1,0,0.4,6,·,·,-1,-2,·
CCSc1ncc(Cl)c(C(=O)Nc2ccccc2C)n1,-4,0.1,9,0,-6,0,-2,0.6
COc1cccc(-c2ccc([C@H]3[C@@H](CO)N4C(=O)CN(C(=O)C5CCOCC5)C[C@H]34)cc2)c1,·,0.2,11,3,-15,·,·,-0.2
CN(C(=O)CC1C(=O)NCCN1Cc1ccc(F)c(F)c1)C1CCCCC1 (configuration not stated),7,0.0,-13,-3,-110,·,-9,-1.7
COc1ccccc1CNC(=O)COc1cc2c(c3oc(=O)cc(C)c13)CCC(C)(C)O2,-22,·,·,·,-15,5,2,-0.8
COc1ccc(NC(=O)N2CCN(C(=O)C3CCCO3)CC2)cc1 (configuration not stated),-2,0.1,4,0,-6,·,0,1.1
C[C@@H]1CN([C@@H](C)CO)C(=O)c2cc(NC(=O)C3CCCCC3)ccc2O[C@@H](C)CCCCO[C@H]1CN(C)C(=O)C1CCCCC1,-3,-0.3,-22,3,11,0,0,-0.2
COc1ccc(NC(=O)c2cccc(NC(=O)c3ccccc3)c2)c(OC)c1,3,0.0,-6,-9,-7,9,5,0.1
Cc1csc2nc(O)c(C(=O)NCc3ccc4c(c3)OCO4)c(=O)n12,4,0.3,10,1,-15,-2,-6,-1.9
O=C(Nc1cccc2nsnc12)c1cccnc1,1,0.4,·,-3,-10,·,·,·
O=C(C1CCOCC1)N1CC2(C1)[C@@H](c1ccccc1)[C@@H](CO)N2Cc1ccc(Cl)cc1,·,0.2,4,1,8,·,·,-2.8
O=C(c1cc2ccccc2o1)N1CCN(c2cccc(C(F)(F)F)c2)CC1,0,0.2,18,0,-6,-8,-6,0.5
CCCOc1ccc(/C=N/Nc2cc(N3CCOCC3)ncn2)c(O)c1,58*,0.3,7,-1,-5,-62,-4,0.9
CCC(C)c1ccccc1NC(=O)c1cc(C)no1 (configuration not stated),·,0.0,-2,-1,-8,-8,-5,-0.1
CC(C)c1ccc(NC(=S)NCCc2c[nH]c3ccccc23)cc1,0,0.4,2,0,-2,5,1,·
CC(C)CNc1ncnc2c1ncn2[C@H]1CN(Cc2ccc(C(=O)O)cc2)C[C@@H](CO)O1,·,0.0,3,3,-30,-5,-3,0.9
Cc1ccc(S(=O)(=O)N(C)C[C@H]2Oc3c(NC(=O)Nc4ccccc4)cccc3C(=O)N([C@H](C)CO)C[C@@H]2C)cc1,-2,0.0,-5,0,24,2,1,-3.0
CCNC(=O)[C@@H]1[C@@H](CO)[C@@H]2Cn3c(ccc(-c4ccccc4)c3=O)[C@H]1N2C(=O)CC1CC1,·,0.4,9,0,-15,·,·,-1.0
O=C(COC(=O)[C@@H]1CC(O)CN1S(=O)(=O)c1ccc(Cl)cc1)NC(=O)NCc1ccccc1 (some centres not stated),-4,0.0,-9,10,-11,-6,5,-0.6
Cn1c(=O)[nH]c(=O)c2c1nc(OC(=O)c1ccccc1)n2CC(O)COc1ccc(F)cc1 (configuration not stated),27,·,-1,·,·,2,-4,·
O=C(c1ccco1)N(CCO)Cc1cc2cc3c(cc2[nH]c1=O)OCO3,0,-0.1,-3,-2,-4,-1,-11,2.1
C[C@@H]1CN([C@H](C)CO)C(=O)c2cc(NS(C)(=O)=O)ccc2O[C@@H](C)CCCCO[C@H]1CN(C)Cc1ccccc1,-4,1.4,8,0,-16,-2,5,-1.0
COc1ccc2[nH]cc(CCCN3C(=O)c4ccccc4C3=O)c2c1,9,0.3,15,·,·,·,9,·
COCc1cc(Sc2c(Cl)cccc2Cl)nc(-c2ccccc2)n1,-3,·,-11,·,·,-16,11,·
O=C(N/N=C/c1cc2c(cc1Cl)OCO2)c1ccc2c(c1)OCCO2,-6,0.1,·,-3,-7,·,·,0.7
C[C@H]1CN([C@@H](C)CO)C(=O)Cc2cc(NC(=O)NC3CCCCC3)ccc2O[C@H]1CN(C)C(=O)Nc1ccc(C(F)(F)F)cc1,-11,-0.2,-28,-3,7,1,-1,0.0
CCOc1ccc(NC(=O)CCNC(=O)C2CCN(S(=O)(=O)c3ccccc3)CC2)cc1,-4,0.0,4,-1,-1,0,5,-2.0
COc1ccc(CCNC(=O)C(=O)NN=C2CCCCCCC2)cc1OC,-9,-0.1,59*,3,-5,1,-8,-3.2
CO[C@H]1CN(C)C(=O)c2cc(NC(=O)c3cc(C)on3)ccc2OC[C@@H](C)N(C(C)=O)C[C@H]1C,-3,0.3,10,1,3,-2,11,2.6
O=C(NCC(=O)N(CC1CCCO1)C(C(=O)NC1CCCCC1)c1cccnc1)c1cccs1 (configuration not stated),-3,0.1,4,-6,-12,·,6,-1.5
CC(Oc1ccc(F)cc1)c1ccnc2nc(/N=C/N(C)C)nn12 (configuration not stated),2,0.0,-7,6,-14,-3,·,0.4
CNC(=S)N(CCc1ccccc1)Cc1cc2cc(OC)c(OC)cc2[nH]c1=O,0,0.0,-17,·,·,·,2,·
CC(C)Cn1c(=O)c2ccccc2n2c(CCC(=O)O)nnc12,-2,0.3,5,1,-10,-4,-1,-1.9
COc1cc(NC(=O)c2cccs2)ccc1NC(=O)Cc1ccccc1,2,-0.1,-7,1,-6,3,-1,-0.5
O=C(c1cccc(F)c1)N1CC2(C1)[C@H](c1ccccc1)[C@@H](CO)N2C(=O)C1CCCCC1,·,0.0,-18,-3,-16,·,·,1.0
COc1ccc(-c2cnc3c(c2)C(=O)N([C@H](C)CO)C[C@H](C)[C@@H](CN(C)C(=O)Cc2cccnc2)O3)cc1,3,-0.3,17,1,-9,-3,4,-2.1
O=S(=O)(c1ccccc1)N1CCCCN2[C@H](CO)[C@H](c3ccc(-c4ccccc4)cc3)[C@H]2C1,4,0.2,-15,0,40,-9,16,-2.7
Cc1cc(NS(=O)(=O)c2ccc(NC(=O)c3cc(-c4cccnc4)nc4ccc(Cl)cc34)cc2)no1,-4,·,-5,·,·,-7,0,·
Cc1cc(OC(=O)c2c(Cl)cccc2Cl)nc(C)n1,·,·,·,-1,-5,-2,3,·
COc1ccc2oc(C(=O)OCC(=O)N(C)CC(=O)Nc3ccc(C)cc3)c(C)c2c1,2,0.1,-16,2,-19,·,-1,-0.9
CC(C)NC(=O)N[C@@H]1CC[C@H](CCN)O[C@H]1CO,4,-0.2,16,-4,3,-1,4,-0.4
COc1cccc(OC)c1C(=O)Nc1ccc2c(c1)Cc1ccccc1-2,-19,0.3,-5,4,-11,·,·,-0.3
O=C(NC1CC(=O)N(c2ccc(Cl)cc2)C1)C1CC1 (configuration not stated),0,0.0,21,1,-7,-5,·,1.4
CN(C)c1nc(N(C)C)nc(N(C#N)Cc2ccc(Cl)cc2)n1,-2,0.0,-5,-3,-10,3,1,1.0
C[C@H](CO)N1C[C@H](C)[C@H](CN(C)S(C)(=O)=O)OCCCC[C@H](C)Oc2ccc(NS(=O)(=O)c3cccs3)cc2C1=O,1,-1.0,-3,0,2,-1,5,-1.4
CN(C(=O)C1CCC(=O)N(Cc2cccc(F)c2)C1)C1CCCCC1 (configuration not stated),-6,0.1,-5,-2,-3,97*,-1,5.6
O=C(O)CCN(CCC(=O)O)S(=O)(=O)c1ccccc1,-5,·,0,·,·,-5,-11,·
CCOC(=O)[C@]12CCC=C1N(Cc1ccc3c(c1)OCO3)C(=O)[C@H](CC(=O)N1CCOCC1)C2,·,0.2,-3,-3,1,·,·,-0.5
COc1ccc(CCN2CC(C(=O)NCCN3CCCC3=O)CCC2=O)cc1 (configuration not stated),0,0.2,9,-1,1,4,5,2.7
COc1cccc(C(C)(O)c2nc(-c3ccc(N(C)C)cc3)cs2)c1 (configuration not stated),·,-0.1,-12,-1,-26,21,-4,3.6
COc1ccc(/C=N/NC(=O)C(=O)N2CCCCCC2)cc1O,1,0.0,35,-2,-1,-2,1,1.4
CCOc1ccc(-n2cnc3sc(C)c(C)c3c2=O)cc1,-2,0.0,11,-2,-15,15,-4,0.5
Cc1ccccc1C(=O)NNC(=O)c1cccc([N+](=O)[O-])c1,-19,0.1,17,10,-11,·,·,-0.6
O=C(C1CCN(C2CCN(Cc3ccc4c(c3)CCO4)CC2)CC1)N1CCOCC1,-2,0.0,2,2,-106,-2,-1,0.5
CCOC(=O)C1CCN(CC(C)(C)NS(=O)(=O)c2ccc(Cl)cc2)CC1,-5,0.0,-15,1,-11,1,15,-2.7
O=c1c2ccccc2nc2n1CCO2,-7,0.1,3,2,-7,-7,-7,0.3

# In the list so far, these contain a COOH group:
SMILES,ARNT-TACC3 inh,Xi reactivation,INS-1E GSIS act,ERAP1 HTS inh,RAD52 inh,esBAF inh,RAD54 branch,CFTR F508del cor
CC(C)CNc1ncnc2c1ncn2[C@H]1CN(Cc2ccc(C(=O)O)cc2)C[C@@H](CO)O1,·,0.0,3,3,-30,-5,-3,0.9
CC(C)Cn1c(=O)c2ccccc2n2c(CCC(=O)O)nnc12,-2,0.3,5,1,-10,-4,-1,-1.9
O=C(O)CCN(CCC(=O)O)S(=O)(=O)c1ccccc1,-5,·,0,·,·,-5,-11,·

# The listing continues.
SMILES,ARNT-TACC3 inh,Xi reactivation,INS-1E GSIS act,ERAP1 HTS inh,RAD52 inh,esBAF inh,RAD54 branch,CFTR F508del cor
Cc1ccc(S(=O)(=O)N(C)C[C@@H]2OCCCC[C@H](C)Oc3ccc(NS(C)(=O)=O)cc3C(=O)N([C@@H](C)CO)C[C@H]2C)cc1,-1,0.0,-5,0,9,-3,0,5.4
O=[N+]([O-])c1nccn1CC(O)CCN1CCOCC1 (configuration not stated),·,0.0,3,-2,-7,·,·,-0.8
CCCCN(C(=O)CSc1nn(-c2ccc(F)cc2)c(=S)s1)c1c(N)n(CCCC)c(=O)[nH]c1=O,-1,0.1,-23,0,-13,0,·,-2.8
Cc1ccc(C(=O)C2CCN(S(=O)(=O)c3ccccc3C(=O)O)CC2)cc1,-1,0.3,8,-1,-13,-2,5,-0.4
CCC1OC(=O)C(C)C(OC2C[C@@](C)(OC)C(O)C(C)O2)C(C)C(O[C@@H]2OC(C)CC(N(C)C)C2O)[C@](C)(O)CC(C)C(=NOCOCCOC)C(C)C(O)[C@]1(C)O (some centres not stated),1,-0.1,·,-6,1,3,-5,3.8
C[C@@H]1CN([C@@H](C)CO)C(=O)c2cccc(NS(=O)(=O)c3ccc(Cl)cc3)c2O[C@@H]1CN(C)Cc1ccc(C(F)(F)F)cc1,2,0.0,-26,1,-28,0,-3,-1.7
Cc1cccc(OCC(=O)NNC(=O)c2ccccc2OCc2c(C)noc2C)c1,5,0.6,8,-1,-5,-1,-3,-2.1
C[C@@H]1CN([C@H](C)CO)C(=O)c2cccc(NC(=O)Nc3ccc(C(F)(F)F)cc3)c2O[C@H]1CN(C)S(=O)(=O)c1cccs1,0&11,-0.3,8,2,-16&-27,2&6,10&-6,2.2&-2.2
O=C(NN1CCOCC1)c1ccc(Cl)c(Cl)c1,-6,0.3,6,-3,-9,·,5,-1.0
